# Screening results from PubChem.
# HDAC3 inhib = HDAC3 deacetylase inhibitors, primary screen, biochemical, fluorescence, cell-free homogeneous; recombinant HDAC3, fluorogenic peptide/trypsin coupled; inhibition, % at 8.3 µM; actives 0.15% (n = 320,000); in the data active = inhibition above about 26%, passing the limit was not always enough
# ANO1 block = TMEM16A chloride channel inhibitors, primary screen, cell-based, HTS. Anoctamin-1 (Mus musculus), Q8BHY3. HEK293 TMEM16A/YFP iodide influx fluorescence, ionomycin. normalized B-score (activity score, 25-100; higher = stronger inhibition) at 10 µM. actives 1.2% (n = 310,000);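 active = ratio plate-corrected score three or more library SD toward inhibition, starting fluorescence score within five deviations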;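 also: score derived from kinetic fluorescence span divided by baseline fluorescence per well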
# SKKanGAS inh = S. pyogenes SKKanGAS growth inhibitors in kanamycin, primary screen, streptokinase expression inhibitor project, SKKanGAS strain, BacTiter-Glo luminescence. actives 1.3% (n = 300,000). 6 h. inhibition, % at 7.5 µM;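 active = mean replicate score, as percent of positive control median, at least 50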;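 also: strain carries kanamycin resistance gene driven by streptokinase promoter and grows in 40 µg/ml kanamycin; loss of luminescence reflects streptokinase promoter inhibition or plain growth inhibition; 0% = median of DMSO wells and 100% = positive control at its reference dose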
# ANO1 activ = TMEM16A chloride channel activators or potentiators, primary screen, cell-based, HTS | B-score at 10 µM | AID 623877, 2012 | HEK293 TMEM16A/YFP-H148Q/I152L, iodide quench fluorescence; active compounds read low | actives 0.3% (n = 340,000);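 active = fluorescence-ratio B-score plate-corrected deviation score at least 3 library SD below zero, with starting fluorescence score within 5 deviations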;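 also: channel opened by trigger with iodide after compound preincubation; score built on the fluorescence ratio of max minus min over baseline; more negative score means more quench and so TMEM16A activation or potentiation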
# KCNK3 inh = human KCNK3 channel inhibitors, primary screen, CHO cells, FluxOR thallium flux, B-score. FluxOR fluorescence; active compounds read low. Potassium channel subfamily K member 3 (Homo sapiens), O14649. B-score at 10 µM. actives 0.84% (n = 340,000);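 active = B-score under library mean minus 4 SD, starting fluorescence ratio at most library mean plus 5 SD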;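 also: more negative B-score means stronger inhibition of thallium flux through KCNK3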
# hERG rescue = hERG rescue from dofetilide block, primary screen, cell-based, CHO-hERG, FluxOR thallium flux, dofetilide IC70. dofetilide IC70 present. activation (rescue from dofetilide block), less the hit threshold, % at 10 µM. actives 0.51% (n = 310,000);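 active = activation above the mean of controls blocked by dofetilide plus 5 SD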;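 also: thallium influx through hERG after potassium depolarization seen as dye fluorescence rise; in these data hits start at about 4.7%; inactives centre near -7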
# Target sequence (Q12809 whole entry, looked up): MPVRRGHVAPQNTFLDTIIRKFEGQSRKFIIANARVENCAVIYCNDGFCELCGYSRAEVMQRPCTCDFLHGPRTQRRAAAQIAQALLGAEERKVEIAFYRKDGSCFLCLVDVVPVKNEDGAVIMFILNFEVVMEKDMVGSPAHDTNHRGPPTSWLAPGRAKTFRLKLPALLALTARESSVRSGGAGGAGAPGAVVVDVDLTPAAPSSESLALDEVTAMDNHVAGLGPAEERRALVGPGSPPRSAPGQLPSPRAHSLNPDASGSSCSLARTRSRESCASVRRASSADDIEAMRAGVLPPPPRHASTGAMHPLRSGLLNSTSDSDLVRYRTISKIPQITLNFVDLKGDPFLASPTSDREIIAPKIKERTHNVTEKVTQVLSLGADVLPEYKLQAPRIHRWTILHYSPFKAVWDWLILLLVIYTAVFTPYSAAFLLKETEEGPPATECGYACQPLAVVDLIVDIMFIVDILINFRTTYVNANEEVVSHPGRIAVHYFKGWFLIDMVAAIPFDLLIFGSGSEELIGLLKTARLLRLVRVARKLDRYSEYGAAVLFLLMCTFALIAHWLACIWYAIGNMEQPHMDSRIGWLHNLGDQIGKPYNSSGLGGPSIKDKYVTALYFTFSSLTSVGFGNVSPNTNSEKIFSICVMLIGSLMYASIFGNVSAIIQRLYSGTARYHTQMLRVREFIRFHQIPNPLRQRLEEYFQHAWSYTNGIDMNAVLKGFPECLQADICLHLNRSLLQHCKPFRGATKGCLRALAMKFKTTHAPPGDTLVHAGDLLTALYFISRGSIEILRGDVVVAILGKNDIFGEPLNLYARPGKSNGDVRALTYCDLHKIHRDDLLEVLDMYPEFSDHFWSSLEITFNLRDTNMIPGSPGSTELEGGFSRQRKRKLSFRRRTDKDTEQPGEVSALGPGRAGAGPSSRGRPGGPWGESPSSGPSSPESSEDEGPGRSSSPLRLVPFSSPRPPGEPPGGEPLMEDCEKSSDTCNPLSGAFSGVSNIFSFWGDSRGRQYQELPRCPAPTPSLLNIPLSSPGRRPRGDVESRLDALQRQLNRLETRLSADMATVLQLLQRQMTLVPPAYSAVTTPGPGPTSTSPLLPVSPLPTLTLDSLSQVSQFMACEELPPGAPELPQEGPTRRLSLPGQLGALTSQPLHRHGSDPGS
# RGS4 block = RGS4 inhibitors, primary screen, cell-based, HEK293 M3R inducible RGS4, calcium flux | Fluo-4 calcium flux; active compounds read high; triggered by carbachol at its EC20 | B-score at 10 µM | actives 0.45% (n = 310,000) | AID 463165, 2010;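 active = B-score, a plate-corrected calcium signal, over three deviations above library mean, with baseline fluorescence within five deviations of library mean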;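 also: RGS4 expression induced by doxycycline in cells with stable M3 receptor; B-score is computed from the integrated fluorescence ratio over baseline after carbachol; higher B-score means a larger calcium signal and so more RGS4 inhibition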
# KCNQ1 pot = potentiators or activators of KCNQ1 channel, primary screen, cell-based, thallium flux, high-throughput; CHO-K1 KCNQ1, thallium flux FluxOR fluorescence; active compounds read high; AID 2648, 2010; Potassium voltage-gated channel subfamily KQT member 1 (Homo sapiens), P51787; B-score at 10 µM; actives 0.35% (n = 310,000);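 active = fluorescence ratio B-score, a plate-corrected score, at least three library SD, with initial intensity B-score within 5 SD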
#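 assay system = KCNQ1-transfected CHO-K1 cells | medium = assay buffer with matched DMSO | probe or stimulus = depolarizing K+/Tl+ stimulus, K2SO4 and Tl2SO4 each 12.5 mM in 5x stock | dosing = single dose | incubation = dye 90 min, compound 20 min, room temperature | detection = kinetic FluxOR fluorescence, 10 s baseline plus 110 s post-stimulus | evaluation = ratio B score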
# KCNQ1 block = inhibitors of human KCNQ1 channel, primary screen, cell-based, thallium flux, high-throughput | Potassium voltage-gated channel subfamily KQT member 1 (Homo sapiens), P51787 | CHO-K1 KCNQ1, FluxOR thallium flux fluorescence; active compounds read high | B-score at 10 µM | actives 1.3% (n = 310,000) | AID 2642, 2010;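 active = compounds whose thallium flux B-score, printed positive for inhibition, exceeds three library SD while starting fluorescence stays within three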;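 also: channel opened by potassium depolarization with thallium stimulus after 20 min compound exposure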
# KCNK9 inh = KCNK9 potassium channel inhibitors, primary screen, HEK293 cells, thallium flux; Potassium channel subfamily K member 9 (Homo sapiens), Q9NPC2; FluxOR thallium flux fluorescence; active compounds read low; B-score at 10 µM; actives 1.2% (n = 310,000); AID 488922, 2010;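 active = ratio B-score over 3 SD below the library mean, with starting fluorescence within 5 SD of its mean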;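 also: negative B-score means less thallium flux so channel inhibition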
# RGS4 act = RGS4 potentiators or activators, primary screen, cell-based, HEK293 M3R inducible RGS4, calcium flux; carbachol calcium flux Fluo4; active compounds read low; B-score at 10 µM; actives 0.92% (n = 310,000); AID 463111, 2010;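 active = B-score of the integrated calcium signal more than 4 SD below the library mean, with starting fluorescence not abnormally high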;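 also: negative B-score means reduced calcium response which marks RGS4 activation or potentiation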
#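 Test system: HEK293 cells with stable M3R and inducible RGS4; also added: carbachol at ECmax as muscarinic agonist stimulus; schedule: dye loading 30 min 37 °C, buffer rest 30 min RT; technique: kinetic calcium fluorescence imaging with Fluo4-AM dye, 2 µM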
# * marks the source's active call; other numbers are inactive results; i = inactive; . = no result given.
SMILES,HDAC3 inhib,ANO1 block,SKKanGAS inh,ANO1 activ,KCNK3 inh,hERG rescue,RGS4 block,KCNQ1 pot,KCNQ1 block,KCNK9 inh,RGS4 act
CCCCn1c(N)c(N(CC)C(=O)/C=C/c2ccco2)c(=O)[nH]c1=O,-3.3,i,2.6,i,i,-11.5,i,i,i,i,i
O=C(N/C(=C/c1ccc(F)cc1)C(=O)N1CCCCC1)c1ccco1,4.2,i,0.8,i,i,-12.5,i,i,i,i,i
COC(=O)[C@H]1CN(C(=O)c2ccccc2)C(=O)N1,-5.9,i,-6.2,i,i,-3.5,i,i,i,i,i
CC(=O)Oc1ccc(C(=O)[C@H]2[C@H]3C(=O)N(c4cccc5ccccc45)C(=O)[C@H]3[C@@H]3C=CC=NN32)cc1,15.1,i,3.4,i,i,-6.7,i,i,i,i,i
COc1ccc(N2C3=C(C(=O)CC(C)(C)C3)C(c3ccccc3OC)C3=C2CC(C)(C)CC3=O)cc1,-0.6,i,3.1,i,i,-5.8,i,i,i,i,i
Cc1ccc2cc(/C=N/NC(=O)[C@H]3C[C@@H]3c3ccccc3)c(Cl)nc2c1,-1.7,i,18.0,i,i,-2.2,i,i,i,i,i
CC(=O)N1CCC2(CC1)C(C#N)=C(N)Oc1n[nH]c(C(F)(F)F)c12,-1.0,i,38.2,i,i,-3.1,i,i,i,i,i
O=C(CSc1nc2ccccc2c(=O)n1Cc1ccco1)NCc1ccccc1,0.3,i,1.8,i,i,-9.3,i,i,i,i,i
Cc1cc(C)c(S(=O)(=O)Nc2nccs2)c(C)c1,5.4,i,0.9,i,i,-7.5,i,i,i,i,i
NC(=O)c1ccc2nc(-c3ccccc3)c(-c3ccccc3)nc2c1,-9.4,i,-5.8,i,i,-3.7,i,i,i,i,i
CC1CN(S(=O)(=O)c2ccccc2)C(C)CN1S(=O)(=O)c1ccccc1 (stereo not given),.,.,-2.8,i,i,-5.9,i,i,i,i,i
CCN(CC)c1ncnnc1-c1ccccc1,-0.5,i,0.6,i,i,-6.4,i,i,i,i,i
N#C/C(=C\c1ccc(-c2ccc(F)cc2)o1)C(=O)Nc1nc(-c2cccs2)cs1,-5.3,i,8.1,i,i,-4.7,i,i,i,i,i
CN1CCN(S(=O)(=O)c2ccc(NS(=O)(=O)c3ccccc3)cc2)CC1,0.8,i,0.3,i,i,-5.2,i,i,i,i,i
COc1ccc(OCc2cc(C(=O)N(C)Cc3cc(C4CC4)n[nH]3)no2)c(Cl)c1,-5.9,i,-7.6,i,i,-6.2,i,i,i,i,i
CC(C)(/C=N/O)N(O)C=C1C=CC(=O)C=C1,.,i,6.8,i,i,-6.0,i,i,i,i,i
COC(=O)Cn1cnc2c(nnn2-c2ccc(C)cc2)c1=O,-4.7,i,-5.9,i,i,-5.9,i,i,i,i,i
COc1cc(/C=N/O)cc(Cl)c1OC,-4.8,i,-0.6,i,i,-5.3,i,i,i,i,i
COc1ccc(Br)cc1C(=O)NC(=S)Nc1ccc(Cl)c(C(=O)O)c1,8.6,i,21.5,i,i,-8.7,i,i,i,i,i
COc1ccccc1C(=O)N/N=C(\C)c1ccc(NC(=O)Cc2ccccc2)cc1,.,i,-0.6,i,i,-7.0,i,i,i,i,i
Nc1nonc1NC(=O)CSc1nc2ccccc2s1,-3.3,i,0.1,i,i,-12.6,i,i,i,i,i
CC1(C)CC(NS(=O)(=O)c2ccc(Cl)cc2)CC(C)(C)N1,9.9,i,-4.2,i,i,-3.5,i,i,i,i,i
CCOC(=O)c1sc(NC(=O)CN2CCN(c3ccccc3)CC2)nc1C,-9.1,i,6.8,i,i,-9.9,i,i,i,i,i
COC(=O)c1ccc(C)c(NC(=O)CCc2ccc(OC)c(OC)c2)c1,-3.5,i,-2.9,i,i,-14.1,i,i,i,i,i
CC(=C1C2C=CC1C1C(=O)NC(=O)C21)c1ccccc1 (stereo not given),1.0,i,-0.2,i,i,-5.2,i,i,i,i,i
CC(C)CN(C(=O)CSc1nnc(-c2ccco2)o1)c1c(N)n(Cc2ccccc2)c(=O)[nH]c1=O,4.2,i,0.2,i,i,2.9,i,i,i,i,i
CCCCn1c(N)c(N(CC(C)C)C(=O)CSC(C)C(=O)Nc2cc(C)on2)c(=O)[nH]c1=O (stereo not given),4.6,i,-8.1,i,i,-14.8,i,i,i,i,i
Cc1c(CC(=O)O)c(=O)oc2cc(OCc3ccc(Br)cc3)ccc12,-25.7,i,4.0,i,i,-6.4,i,i,i,i,i
O=C(NCCC1=CCCCC1)C1CC(=O)N(C2CCCCCC2)C1 (stereo not given),-3.7,i,-9.1,i,i,-5.0,i,i,i,i,i
CC(=O)NC1=NN(C(C)=O)C2(CCCC2)S1,2.5,i,-2.3,i,i,-4.8,i,i,i,i,i
CC(=O)c1cc2c(cc1NC(=O)CN1CCOCC1)OCO2,-1.2,i,-7.4,i,i,-10.0,i,i,i,i,i
CCCC(=O)Nc1cccc(-c2nc3ccccc3c(=O)o2)c1,6.6,i,-0.5,i,i,0.6,i,i,i,i,i
COc1cccc(N2CCN(C(=S)NCCc3ccccc3)CC2)c1,-9.7,i,-5.5,i,i,-0.3,i,i,i,i,i
CC(=O)c1ccccc1C(=O)NCc1cccnc1,1.9,i,-4.1,i,i,-15.8,i,i,i,i,i
NC(=O)CC(NC(=O)Cc1ccc(Br)cc1)c1ccc(NCCc2ccc(F)cc2)c([N+](=O)[O-])c1 (stereo not given),4.5,i,7.7,i,i,-8.8,i,i,i,i,i
Cc1ccc(S(=O)(=O)N2CCN(C(=O)CSc3nnc(C)c(=O)[nH]3)CC2)cc1,-1.0,i,2.7,i,i,-3.7,i,i,i,i,i
N#C/C(=C\c1ccc(OCc2ccc(Br)cc2)cc1)C(=O)Nc1cccc(C(=O)O)c1,1.2,i,36.3,i,i,-6.1,i,i,i,i,i
CNc1ccccc1C(C)(C)c1cc(-c2cccc(Br)c2)no1,3.8,i,43.3,i,-10.7*,-22.1,i,i,6*,i,i
COc1ccccc1-n1cc(C(=O)c2cc(Cl)ccc2O)cc(C#N)c1=O,-5.1,i,8.1,i,i,-5.8,i,i,i,i,i
O=C(Nc1ccc(N2CCOCC2)cc1)c1ccc2c(c1)OCO2,-3.0,i,-6.5,i,i,-5.8,i,i,i,i,i
COc1ccc(C)cc1S(=O)(=O)Nc1cc(Cl)ccc1Cl,-7.4,i,7.9,i,i,-7.1,i,i,i,i,i
O=C(NCc1csc2ccccc12)Nc1cc(Cl)cc(Cl)c1,0.3,i,23.8,i,i,-15.0,i,i,i,i,i
COCCCNCC(O)C(F)(F)F (stereo not given),-0.9,i,-1.4,i,i,-12.7,i,i,i,i,i
CN(C)CCCNC(=O)c1cc(Br)ccc1O,-0.2,i,1.1,i,i,-3.5,i,i,i,i,i
COc1ccc(CN(C)Cc2nc3scc(-c4ccccc4)c3c(=O)[nH]2)cc1OC,-7.5,i,27.5,i,i,-5.4,i,i,i,i,i
CCOC(=O)C1=C(C)N(CCCCCC(=O)O)C(=O)NC1c1ccc(Cl)cc1 (stereo not given),-2.0,i,2.4,i,i,-6.7,i,i,i,i,i
Cc1ccc(-n2ncc3c(=O)n(CC(=O)NC4CCCCC4)cnc32)cc1,-10.0,i,-10.3,i,i,-3.1,i,i,i,i,i
CCC1CCCCN1CCNC(=O)CNS(=O)(=O)c1ccc2nc(C)sc2c1 (stereo not given),-1.7,i,0.3,i,i,-7.0,i,i,i,i,i
CC(=O)Nc1ccc(NC(=O)C(NS(=O)(=O)c2cccc3nsnc23)C(C)C)cc1 (stereo not given),1.1,i,-1.4,i,i,-6.5,i,i,i,i,i
CCOC(=O)c1c(NC(=O)CN2C(=O)NC3(CCCCC3C)C2=O)sc(C)c1CC (stereo not given),0.6,i,-6.4,i,i,-23.8,i,i,i,i,i
# The list continues:
SMILES,HDAC3 inhib,ANO1 block,SKKanGAS inh,ANO1 activ,KCNK3 inh,hERG rescue,RGS4 block,KCNQ1 pot,KCNQ1 block,KCNK9 inh,RGS4 act
Cc1cccc(NC(=O)c2cc([N+](=O)[O-])ccc2NCC2CCCO2)n1 (stereo not given),5.7,i,-1.1,i,i,-2.5,i,i,i,i,i
c1ccc(-n2nnnc2Oc2ccc(-n3ccnc3)cc2)cc1,-5.1,i,4.0,i,i,-3.5,i,i,i,i,i
COc1ccc(CNC(=O)[C@H](Cc2c[nH]c3ccccc23)NC(=O)[C@@H]2Cc3ccccc3CN2)cc1,0.7,i,0.3,i,i,-14.2,i,i,i,i,i
CCN(CC)CCN1C(=O)C(=O)/C(=C(/O)c2c(C)[nH]c(C(=O)OC)c2C)C1c1ccccc1 (stereo not given),6.4,i,2.4,i,i,-11.0,i,i,i,i,i
CC(=O)Nc1cccc(NC(=S)Nc2cccc(Cl)c2C)c1,3.3,i,-0.7,i,i,-9.3,i,i,i,i,i
O=C(NCc1ccccn1)/C(=N/O)c1ccccc1,3.4,i,1.9,i,i,-3.6,i,i,i,i,i
Cc1cc(NC(=O)c2sccc2C)n(-c2cccc(Cl)c2)n1,-8.5,i,0.9,i,i,-4.7,i,i,i,i,i
CCC(C)N(C(=O)COc1ccc(-c2nnco2)cc1)C1CCS(=O)(=O)C1 (stereo not given),-0.8,i,-2.6,i,i,-7.7,i,i,i,i,i
Cc1ccc(-c2nc3cc(Cl)ccc3o2)cc1,-2.9,i,3.4,i,i,-2.7,i,i,i,i,i
COc1cc(/C=N/O)ccc1Oc1cnccn1,8.1,i,-3.6,i,i,-1.7,i,i,i,i,i
